RMI FANCM FP – disruptors of RMI1/RMI2 association with MM2 peptide – biochemical, fluorescence polarization, human, primary screen; FP signal (polarization) at 33 µM; RMI core complex with F-MM2 peptide; stronger effect = lower value; AID 1159607, 2016; RMI core complex (RMI1/RMI2) binding to FANCM MM2 peptide, human; hit rate 0.58% among 70,000; in the data active = FP signal below about 40; note: inactives centre near 61; strong numbers were not always called active; unit not given here
Starred values were filed as active, the others as inactive; & = joins results of further samples. An excerpt; rates above refer to the full screens.

SMILES	RMI FANCM FP
Cn1c(=O)n(CC(=O)c2ccccc2)c(=O)c2c(N3CCN(C(=O)c4ccco4)CC3)ccnc21	70
CNC(=S)Sc1ccc(F)cc1F	62
COc1ccccc1CCn1cc(C#N)c(=O)[nH]c1=O	54
CN(C)C(CNC(=O)Nc1ccccc1)c1cccc2ccccc12 (centres undefined)	56
O=C(COc1ccc(Cl)cc1)Nc1ccc2c(c1)N(C(=O)C1CC1)CC2	66
COc1cc(NC(=O)CSc2nccn3nc(-c4cccc5ccccc45)cc23)cc(OC)c1	81
CSc1nc(N)nc(N(C)C)n1	54
CC(=O)Nc1ccc(N=Cc2ccc(OC(=O)c3ccccc3Br)cc2O)cc1	62
Nc1cc(-c2csc(-c3cccnc3)n2)nn1-c1ccc(Cl)cc1	56
COc1cc(NC(=O)CS(=O)(=O)c2cccs2)cc(OC)c1	65
O=S(=O)(CC(O)COc1ccc(Br)cc1)c1ccc(Cl)cc1 (centres undefined)	51
CSC(=NCc1cccs1)NC#N	53
CCCN1C(=O)C(C)(C)COc2ccc(NC(=O)c3cccc(F)c3)cc21	69
CCn1ccc(C(=O)Nc2ccc3c(c2)C(=O)NC3=O)n1	65
CCN1C(=O)/C(=C\c2ccc(OCC(N)=O)c(OC)c2)SC1=S	71
CC(=O)C12CC3CC(CC(C3)C1)C2	55
COc1ccc(-n2c(-c3cccc(OC)c3)csc2=NCc2cccnc2)cc1	57
COc1ccc(-c2csc(NC(=O)CSCC(=O)N3CCc4ccccc4C3)n2)cc1	64
Cc1cc(NC(=O)C(=O)NC(c2ccccc2)c2ccccc2)no1	58
CCN(CC)CCN(C(=O)c1ccc(S(=O)(=O)N2CC(C)OC(C)C2)cc1)c1nc2c(OC)cccc2s1 (centres undefined)	73
CCOC(=O)c1c(-c2cccs2)csc1NC(=O)CSc1ncnc2sc3c(c12)CCCC3	84
CC(=O)Nc1ccc(C(=O)NCCNC(=O)CC(c2ccccc2)c2ccccc2)cc1	68
Cc1ccc(C2CC(c3cccs3)=NN2C(=O)CSc2nc3c(cnn3CCO)c(=O)[nH]2)cc1 (centres undefined)	56
COc1ccc2nc(NC(=O)c3cc(Br)c(C)c(C)c3C)sc2c1	61
C=CCn1c(=NC(=O)c2cccc(N3C(=O)CCC3=O)c2)sc2cc(Cl)ccc21	64
CC(=O)CCCC(C)C1CCC2C3CC=C4CC(O)CCC4(C)C3CCC12C (centres undefined)	54
CN1C(=O)CCc2cc(NC(=O)c3ccc(Br)o3)ccc21	53
COc1ccc(OC)c2sc(N(Cc3ccccn3)C(=O)/C=C/c3cccs3)nc12	60
CN(C)c1ccc(C(=S)NCCNC(=S)c2ccc(N(C)C)cc2)cc1	101
CCOC(=O)c1sc(NC(=O)C(C)SCc2ccco2)c(C(=O)OCC)c1C (centres undefined)	61
CN(C)CCc1c[nH]c2ccc(Cn3cncn3)cc12	63
O=C(O)CCc1n[nH]c(=O)[nH]c1=O	59
Cc1cccc2cc(CC3CC(c4ccc(Br)cc4)=NN3C(=O)CCC(=O)O)c(Cl)nc12 (centres undefined)	55
Cc1nc2sc3c(c2c(=S)[nH]1)CCCC3	58
CCCCCc1nnc(N)s1	60
Nc1nc(NC2CCCCNC2=O)n[nH]1 (centres undefined)	53
O=C1CCCC2=C1C(c1ccc(O)cc1)c1c(nc(SCc3ccc([N+](=O)[O-])cc3)[nH]c1=O)N2 (centres undefined)	57
CCCCOc1ccccc1-c1cc2c(SCC(=O)Nc3ccc4c(c3)OCCO4)nccn2n1	83
Cc1cc(NC(=O)c2cc3ccccc3o2)on1	68
COC(=O)C1=C(C)Nc2nc(SC)nn2C1c1ccc(C)o1 (centres undefined)	66
COc1ccc(Cl)cc1C(=O)NCCn1ncc2c(NC(C)C)nc(SC)nc21	54
COc1ccc(S(=O)(=O)Nc2cccc(-c3csc4nc(C)cc(=O)n34)c2)cc1C	61
O=C(Cn1c(=O)n(Cc2cccnc2)c(=O)c2ncccc21)Nc1ccc2c(c1)OCO2	57
COc1ccc(NC(=O)C(=O)NCC2CCN(Cc3ccco3)CC2)cc1Cl	76
O=S(=O)(c1ccc(Cl)s1)N1CCN(c2ccc3nncn3n2)CC1	66
N#CC(=C(O)c1ccccc1Br)c1nc2ccccc2[nH]1	14*
Cc1ccc(C)c(S(=O)(=O)N2CCN(Cc3ccc4c(c3)OCO4)CC2)c1	62
COc1cccc(CNC(=O)c2csc(Nc3ccc(S(C)(=O)=O)cc3)n2)c1	65
O=[N+]([O-])c1ccc(C(Nc2cccc(C(F)(F)F)c2)c2ccc3cccnc3c2O)cc1 (centres undefined)	45
Cc1cc(=O)[nH]c(-n2nc(-c3cccs3)cc2NC(=O)c2ccccc2Cl)n1	75
(cont.)
SMILES	RMI FANCM FP
CCNc1nc(NCC)nc(NNC(=S)Nc2ccc(C)cc2)n1	55
CNC(=O)Cn1c(CO)c[nH]c1=S	66
O=C(NC(=O)N1CCOCC1)c1ccc([N+](=O)[O-])s1	58
COc1cccc(S(=O)(=O)N2CCN(c3ccccc3F)CC2)c1	57
COc1ccc2nc(-c3cccc(NS(=O)(=O)c4cc(C)c(C)cc4OC)c3)cn2n1	70
O=C(CCCCCNC(=O)c1ccccc1)N/N=C\c1ccc(F)cc1	59
NS(=O)(=O)c1ccc(NC(=O)C2COc3ccccc3C2)cc1 (centres undefined)	61
CCOC(=O)c1ccc(NC(=O)CSc2nncc(=O)n2N)cc1	57
CN(C)C(C#N)c1cc(Cl)ccc1Cl (centres undefined)	71
O=C(CCCN1C(=O)/C(=C\c2ccco2)SC1=S)Nc1ccccn1	50
Clc1cncc(Oc2ccc(-n3cccc3)cn2)c1	46
CCOC(=O)CCC(=O)N1CCC(c2nnc(CC)s2)CC1	61
COc1ccc(C(=O)Nc2ccc3c(c2)NC(=O)C(C)(C)CO3)cc1	68
NC(=O)c1ccc(NC(=O)C(=O)NCCc2ccc(Cl)cc2)cc1	54
O=C(Nc1ncc(-c2ccccc2)s1)c1cccc(C(F)(F)F)c1	78
COc1cc(=O)n(-c2ccc(F)cc2)nc1C(=O)Nc1nc2ccccc2s1	55
CCOc1ccc(-c2ccc(=O)n(CCNS(=O)(=O)c3ccccc3C(F)(F)F)n2)cc1	57
NC(=O)C1CCN(Cn2cnc3ccccc32)CC1	56
O=C(CN1C(=O)c2ccccc2C1=O)Nc1nc2ccc(Cl)cc2s1	73
COCC(=O)Nc1nc(-c2ccc(C)cc2)cs1	66
O=S(=O)(NCC(c1ccsc1)N1CCCCCC1)c1ccccc1 (centres undefined)	69
CN1CCC(c2ccc(Cl)s2)=N1	53
CCOC(=O)N1CCc2c(sc(NC(=O)c3ccnn3C)c2C(N)=O)C1	65
O=C(Nc1ccccc1Br)c1n[nH]nc1Nc1cccc(Cl)c1	55
CCOC(=O)c1ccc(NC(=S)NCc2ccc(C#N)cc2)cc1	59
CCOC(=O)C(C)Sc1nnc2[nH]c(=O)cc(CC)n12 (centres undefined)	65
O=C(NCC1CCN(Cc2ccco2)CC1)c1c(F)cccc1F	71
COCC(=O)NCCOc1ccc2nnc(-c3ccccc3Cl)n2n1	61
CC(C)(C)c1ccc(/C(N)=N\OC(=O)CCOc2ccc(F)cc2)cc1	57
N#Cc1ccc(CSc2ccc(Cl)cc2)cc1	45
CO[C@H]1O[C@@H]2O[C@@]3(C)CC[C@H]4[C@H](C)CC[C@@H]([C@H]1C)[C@@]24OO3	59
O=C(c1ccc(CS(=O)(=O)c2ccc(C(F)(F)F)cn2)o1)N1CCOCC1	50
O=C(O)CNC(=O)C(CS)Cc1ccccc1 (centres undefined)	50&62
Cc1ccc(NC(=O)C(=O)NCCN2CCOC(c3ccccc3)C2)cc1F (centres undefined)	96
O=C(NC(=S)NCc1cccnc1)c1ccc(Br)o1	61
CCNC(=O)c1csc(Nc2ccccc2)n1	62
O=S1(=O)C=CC(c2ccccc2)C1 (centres undefined)	58
c1ccc(N=Nc2c3[nH]c4ccccc4nc-3c3ccccc23)cc1	59
COc1ccc(Cl)cc1C(=O)Nc1ccc2c(c1)CC(=O)N2	55
COc1ccc(Cl)cc1C(=O)NCCn1ncc2c(=O)n(Cc3ccccc3)cnc21	68
O=C(NCCN1CCOC(c2ccccc2)C1)C(=O)Nc1ccc(OC(F)(F)F)cc1 (centres undefined)	72
N#Cc1cccc(C#N)c1Oc1ccc(S(=O)(=O)NCc2ccco2)cc1	53
CCOC(=O)c1c(SCc2c(F)cccc2Cl)nc(=O)[nH]c1C	54
COc1ccc(S(=O)(=O)NCCCn2ncccc2=O)c(OC)c1	60
Clc1ccc2sc(SCc3ccccc3)nc2c1	63
Cc1cccc(-c2nsc(SCC(=O)Nc3cccc(Cl)c3)n2)c1	68
Cc1cc(C)c2nc(N(CCn3cccn3)C(=O)c3cc4ccccc4oc3=O)sc2c1	61
COc1ccc(CCC(=O)N2CCN(c3ccc(-c4ccccc4C)nn3)CC2)cc1	72
O=C(ON1C(=O)C2C3C=CC(O3)C2C1=O)c1cccnc1Oc1ccccc1 (centres undefined)	60
CC(=O)c1ccc(NC(=O)CSc2cc(C(F)(F)F)c3cc4c(cc3n2)OCO4)cc1	56
The list goes on.
SMILES	RMI FANCM FP
N#CCCn1cc(Cl)c(=O)c(Cl)c1	51
Cc1ccc2c(c1)CC[C@H]1CC(=O)CC[C@]21C	65
CCC(=O)Nc1ccc(C(=O)NCCNC(=O)Nc2cc(F)ccc2F)cc1	70
O=C(CCS(=O)(=O)c1ccc(Cl)cc1)Nc1nnc(-c2ccno2)o1	65
Cc1ccc(S(=O)(=O)N(CC(O)Cn2c3ccccc3c3ccccc32)c2cccc(C(=O)NC(C)(C)CO)c2)cc1 (centres undefined)	59
CN1C(=O)C(C)(C)COc2ccc(NS(=O)(=O)C3CCCCC3)cc21	67
CCOc1ccc(-c2nc(COC(=O)c3nnn(-c4cc(C)cc(C)c4)c3C)c(C)o2)cc1	67
CC(Oc1ccccc1)C(=O)NCCn1ncc2c(=O)n(Cc3ccccc3)cnc21 (centres undefined)	65
CCOC(=O)c1sc(NC(=O)CCCN2C(=O)c3cccc4cccc(c34)C2=O)nc1C	60
Cc1nc(CSc2nc3cc([N+](=O)[O-])ccc3s2)cs1	54
O=C(O)CCN1C(=O)c2cccc3cccc(c23)C1=O	63
O=S1(=O)CCN(Cc2ccc(NS(=O)(=O)c3ccc(Cl)cc3)cc2)CC1	54
O=C(NC1CCCCNC1=O)c1ccco1 (centres undefined)	54
COC(=O)c1sc2ccccc2c1NC(=O)COc1ccc(Cl)cc1Cl	96
CCOC(=O)C1CCCN(c2ncnc3[nH]ncc23)C1 (centres undefined)	54
CC(=O)c1ccc(NC(=O)CSc2ncc(-c3cccc(Cl)c3)o2)cc1	116
OC(CNCc1ccco1)COc1ccc(OCC(O)CNCc2ccco2)cc1 (centres undefined)	61
O=C(Cc1csc(SCc2ccc(Br)cc2)n1)NCc1cccnc1	65
COc1cccc2sc(NNC(=O)c3nc4ccccc4s3)nc12	60
N#Cc1c(NC(=O)CC2Sc3ccccc3NC2=O)sc2c1CCCC2 (centres undefined)	60
CSc1ccccc1NC(=O)Cc1c(C)nc(SCc2ccccc2F)[nH]c1=O	62
CC(=O)CSCC(=O)Nc1ccc(F)cc1F	55
CS(=O)(=O)c1ccc2nc(NC(=O)CCn3c(=O)sc4ccccc43)sc2c1	65
CCOc1ccccc1-c1nc(CSc2nc(-c3ccccc3)cc(=O)[nH]2)c(C)o1	60
Cc1ccccc1CN1CCN(c2nc3c(c(=O)[nH]c(=O)n3C)n2Cc2cccc3ccccc23)CC1	54
CCS(=O)(=O)N1CCN(c2ccc(-n3cccn3)nn2)CC1	58
CC(=O)c1cccc(NC(=O)CSc2nnc(-c3ccccc3Cl)n2-n2cccc2)c1	53
O=C1NC(=S)N/C1=C\c1cccnc1	58
COc1ccc(C(=O)Nc2ccc3nc(C)n(-c4ccc(F)cc4)c(=O)c3c2)c(OC)c1	82
CCOC(=O)/C=C1\CSCC(C(=O)OCC)N1 (centres undefined)	46
Cc1cc(C)c(S(=O)(=O)N2CCOC23CCN(S(=O)(=O)c2ccc(F)c(C)c2)CC3)c(C)c1	57
O=C(NCc1ccccn1)C(=O)NCC1OCCN1C(=O)c1ccc2c(c1)OCO2 (centres undefined)	59
Cc1cccc2nc(-c3ccccc3)oc(=O)c12	52
COc1ccc(S(=O)(=O)NCCN2CCOCC2)cc1OC	61
CCCN1CCCc2cc(CCNC(=O)c3cc(Cl)ccc3OC)ccc21	42

Source: PubChem BioAssay (Small Molecule Screening Facility, UW Madison)
